LYP inhibition – LYP phosphatase inhibitors, primary screen, biochemical, DiFMUP fluorescence, recombinant catalytic domain, 10 µM (AID 606); 52,000 tested, under 10 active; inhibition, % at 10 µM; hits with a dose series show IC50 in µM; recombinant LYP catalytic domain, DiFMUP fluorescence; higher % means a stronger effect;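 active means IC50 under 40 µM in the dose-response test; inactive means IC50 of 40 µM or more, or never dose-tested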
Spn PMK inh – inhibitors of Streptococcus pneumoniae phosphomevalonate kinase | purified PMK, PK/LDH-coupled NADH absorbance 340 nm | inhibition, % at 10 µM | 0.49% of 65,000 active;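 active means top-ranked compounds by inhibition in the single 10 µM screen, taking a fixed number of the strongest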;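 further: 0% = full reaction with DMSO carrier and 100% = background rate without enzyme reaction; no value below 0 was filed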
HPDE-C7 viability – cytotoxicity in HPDE-C7 cells, cell-based, fluorescence, HTS (AID 430); 1.8% of 63,000 active; cytotoxicity, % at 10 µM; hits with a dose series show EC50 in µM; HPDE-C7 pancreatic duct cells viability, fluorescence; higher % means a stronger effect;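 further: cells exposed to compound for 48 hours before viability readout; 0% = vehicle and 100% = reference cytotoxic drug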
Alkaline phosphatase – human TNAP enzyme inhibitors, biochemical, luminescent (AID 518); purified TNAP enzyme, luminescent substrate readout; higher % means a stronger effect; inhibition, % at 20 µM; hits with a dose series show IC50 in µM; 0.09% of 64,000 active; in the data active means a potency from the dose series; inactive means the rest, 99 in 100 with inhibition below about 22%;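 further: plate controls were vehicle for no effect and reference inhibitor for full effect; many of its hits are not listed in these tables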
Spn MK inh – S. pneumoniae mevalonate kinase inhibition. purified MK, PK/LDH-coupled NADH absorbance 340 nm. inhibition, % at 10 µM. 0.48% of 65,000 active;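 active means ranked among the strongest by inhibition in the single 10 µM screen, a fixed top-ranked set picked for dose follow-up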; further: no value below 0 was filed
HT1080 cytotoxicity – HT1080 cell viability loss – fluorescence readout (AID 620); cytotoxicity, % at 10 µM; hits with a dose series show EC50 in µM; HT1080 viability, fluorescence; higher % means a stronger effect; 0.42% of 87,000 active;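 further: cells exposed to compound overnight then 4 h with Alamar Blue; 0% = vehicle DMSO and 100% = killing control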
Spn DPM-DC inh – inhibitors of Streptococcus pneumoniae diphosphomevalonate decarboxylase; purified DPM-DC, PK/LDH coupled NADH fluorescence; calls only at 10 µM; 0.49% of 65,000 active; AID 556;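 active means the 320 compounds with the highest percent inhibition in the single-dose primary screen, excluding strongly autofluorescent ones, cut at about 32% in these data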;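 further: kinetic rate of NADH fluorescence loss reporting ADP formed by the decarboxylase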
Bfl-1 inhibitors – Bfl-1 inhibitors, primary screen, biochemical, fluorescence polarization, FITC-Bid, mouse (AID 432). FITC-Bid BH3 peptide fluorescence polarization displacement; higher % means a stronger effect. displacement, % at 20 µM, or IC50 in µM where a hit was titrated. 0.02% of 64,000 active; in the data active means a potency from the dose series; inactive means the rest, 99 in 100 with displacement below about 15%; further: strong numbers were not always called active
KRASV12 cytotoxicity – cytotoxicity in KRAS-transformed pancreatic duct cells, primary screen, cell-based, fluorescence, HTS (AID 431). HPDE-C7K KRASV12 cells, Alamar Blue viability, 48 h; higher % means a stronger effect. cytotoxicity, % at 10 µM; hits with a dose series show EC50 in µM. 1.7% of 63,000 active;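 active means compounds whose percent cytotoxicity in the single-dose primary screen, scaled between solvent and toxic-drug controls, exceeds 50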;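 further: 0% = DMSO solvent wells and 100% = doxorubicin-treated wells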
Spn PMK inh pilot replicates – recorded beside Spn PMK inh, whose call it bears; inhibition, %; measured here: pilot screen replicates
Spn MK inh pilot replicates – second read-out of Spn MK inh, no call of its own (marks repeat the call); inhibition, %; measured here: pilot screen replicates
Spn DPM-DC inh pilot screen % – second read-out of Spn DPM-DC inh, no call of its own (marks repeat the call); inhibition, %; measured here: pilot screen trials
Starred values were filed as active, the others as inactive; i = inactive; nt = no result given. Unless noted, no stated cut-off is given here; in the data, active means cytotoxicity above about 50%; inactive means the rest.

SMILES	LYP inhibition	Spn PMK inh	HPDE-C7 viability	Alkaline phosphatase	Spn MK inh	HT1080 cytotoxicity	Spn DPM-DC inh	Bfl-1 inhibitors	KRASV12 cytotoxicity	others
O=C(Nc1ncn[nH]1)c1c(Cl)ccc(Cl)c1Cl	3%	0	-2%	11%	1	12%	i	-1%	6%
Cn1c(=O)c2c(nc(CN3CCc4ccccc4C3)n2Cc2ccccc2F)n(C)c1=O	14%	12	nt	nt	11	-11%	i	nt	nt
COc1cc2[nH]c(=O)n(Cc3ccc(C(=O)NCC4CCCO4)cc3)c(=O)c2cc1OC (stereo not drawn)	nt	16	-23%	6%	7	-10%	i	-2%	-13%
O=C(c1ccccc1)c1ccc(N2CCCC2)cc1	-5%	3	-30%	9%	5	-3%	i	-5%	-12%
O=C(c1cc2ccccc2oc1=O)N1CCN(C(=O)C2CCCO2)CC1 (stereo not drawn)	0%	2	-17%	10%	2	9%	i	-7%	-22%
O=c1[nH]c2ccsc2c(=O)n1-c1ccc(F)cc1	nt	0	-20%	-1%	4	-4%	i	-25%	-20%
COc1ccc2[nH]c3ccc(OC)cc3c2c1	4%	6	20%	12%	15	6%	i	-2%	23%
CC(C)c1nnc(NC(=O)CCC(=O)NCc2ccco2)s1	3%	13	13%	9%	4	-15%	i	-5%	12%
O=C(COc1ncnc2ccccc12)c1ccc2c(c1)OCCO2	-23%	17	-19%	6%	3	-6%	i	0%	-16%
O=C(c1ccc(Cl)cc1)C1CCN(C(=O)NC2CCCCC2)CC1	-1%	8	-12%	10%	5	-1%	i	-9%	-6%	Spn PMK inh pilot replicates=1.5;Spn MK inh pilot replicates=0.0;Spn DPM-DC inh pilot screen %=1.5
CN(Cc1nc2ccccc2n1C)S(C)(=O)=O	1%	2	-11%	4%	6	-2%	i	-1%	-22%
O=C1c2ccccc2-c2onc3ccc(NCc4ccco4)c1c23	1%	4	62%*	20%	0	25%	i	96%	52%*
Clc1ccc(-c2nn3c(-c4ccccn4)nnc3s2)c(Cl)c1	nt	4	-17%	-4%	4	3%	i	9%	-4%
O=C(O)c1cccc(Nc2nc(N3CCOCC3)nc(N3CCOCC3)n2)c1	-4%	0	-10%	-2%	7	-8%	i	-2%	2%
c1coc(-c2nnc(-c3cccs3)o2)c1	-2%	24	-4%	4%	0	-4%	nt	-10%	2%	Spn PMK inh pilot replicates=5.5;Spn MK inh pilot replicates=1.0

Nothing new here: entries from further up.
SMILES	LYP inhibition	Spn PMK inh	HPDE-C7 viability	Alkaline phosphatase	Spn MK inh	HT1080 cytotoxicity	Spn DPM-DC inh	Bfl-1 inhibitors	KRASV12 cytotoxicity	others
O=C(COc1ncnc2ccccc12)c1ccc2c(c1)OCCO2	-23%	17	-19%	6%	3	-6%	i	0%	-16%
O=C(c1ccc(Cl)cc1)C1CCN(C(=O)NC2CCCCC2)CC1	-1%	8	-12%	10%	5	-1%	i	-9%	-6%	Spn PMK inh pilot replicates=1.5;Spn MK inh pilot replicates=0.0;Spn DPM-DC inh pilot screen %=1.5
CN(Cc1nc2ccccc2n1C)S(C)(=O)=O	1%	2	-11%	4%	6	-2%	i	-1%	-22%

Additional compounds follow:
SMILES	LYP inhibition	Spn PMK inh	HPDE-C7 viability	Alkaline phosphatase	Spn MK inh	HT1080 cytotoxicity	Spn DPM-DC inh	Bfl-1 inhibitors	KRASV12 cytotoxicity	others
COCCSc1nc2c(c(=O)[nH]c(=O)n2C)n1CCC(C)C	12%	2	1%	8%	5	4%	i	3%	-8%
O=C(CSc1ccccc1)Nc1cccnc1	-9%	0	-3%	5%	1	-3%	i	-7%	-4%
Cc1ccc(S(=O)(=O)C(C#N)c2nc3ccccc3nc2N2CCCC2)cc1C (stereo not drawn)	3%	11	54%*	14%	8	6%	i	16%	57%*
CCn1c(COc2ccc(C)cc2)nnc1SCC(=O)C(C)(C)C	5%	0	-3%	8%	5	-12%	i	-6%	36%
O=c1[nH]c(CN2CCCCC2)nc2c1C1(CCCCC1)Cc1ccccc1-2	9%	0	-1%	6%	5	-10%	i	10%	11%
COc1ccc(CN2CCN(C(=O)c3ccco3)CC2)cc1OCc1ccccc1	17%	7	nt	8%	52*	-2%	i	-4%	nt
CCCC1(C(=O)OC)NC(c2cccc(F)c2)C2C(=O)N(CC)C(=O)C21 (stereo not drawn)	-5%	4	-19%	2%	5	-4%	i	2%	-12%
O=C(CSc1nnc(CNc2ccc(F)cc2)o1)N1CCN(C(=O)c2ccco2)CC1	nt	3	6%	-2%	12	-5%	i	-6%	13%
COC(=O)c1sccc1NC(=O)c1ccc(Cl)s1	-1%	7	1%	7%	8	-2%	i	-5%	2%
CCc1c(C)nc2c(C#N)c[nH]n2c1=O	17%	0	-8%	7%	1	38%	i	-2%	-5%
Cc1cccc(C)c1OCCCCc1c(C)n[nH]c1C	-20%	0	-16%	-7%	12	-5%	i	4%	-14%
Clc1ccc2c(c1)C1OCCC1C(c1ccco1)N2 (stereo not drawn)	-11%	10	-4%	11%	7	-9%	nt	5%	-2%
Cc1ccc(-c2nn3c(C)nnc3s2)cc1NC(=O)c1cccs1	7%	8	5%	1%	4	-2%	i	7%	4%
CCC(C)n1c(=O)c(C(=O)Nc2ccccc2S(N)(=O)=O)c(O)c2ccccc21 (stereo not drawn)	-13%	0	13%	6%	9	4%	i	-1%	14%
CN(C)S(=O)(=O)N1CCC(c2ccc(F)cc2)C(COc2ccc3c(c2)OCO3)C1 (stereo not drawn)	17%	7	21%	10%	3	-2%	i	-5%	28%

In the list so far, five have a Cl atom.
SMILES	LYP inhibition	Spn PMK inh	HPDE-C7 viability	Alkaline phosphatase	Spn MK inh	HT1080 cytotoxicity	Spn DPM-DC inh	Bfl-1 inhibitors	KRASV12 cytotoxicity	others
O=C(Nc1ncn[nH]1)c1c(Cl)ccc(Cl)c1Cl	3%	0	-2%	11%	1	12%	i	-1%	6%
O=C(c1ccc(Cl)cc1)C1CCN(C(=O)NC2CCCCC2)CC1	-1%	8	-12%	10%	5	-1%	i	-9%	-6%	Spn PMK inh pilot replicates=1.5;Spn MK inh pilot replicates=0.0;Spn DPM-DC inh pilot screen %=1.5
Clc1ccc(-c2nn3c(-c4ccccn4)nnc3s2)c(Cl)c1	nt	4	-17%	-4%	4	3%	i	9%	-4%
COC(=O)c1sccc1NC(=O)c1ccc(Cl)s1	-1%	7	1%	7%	8	-2%	i	-5%	2%
Clc1ccc2c(c1)C1OCCC1C(c1ccco1)N2 (stereo not drawn)	-11%	10	-4%	11%	7	-9%	nt	5%	-2%

Carrying on:
SMILES	LYP inhibition	Spn PMK inh	HPDE-C7 viability	Alkaline phosphatase	Spn MK inh	HT1080 cytotoxicity	Spn DPM-DC inh	Bfl-1 inhibitors	KRASV12 cytotoxicity	others
Cc1cccc(CC2CC(=O)N(c3ccccc3)C2=O)c1 (stereo not drawn)	13%	0	-10%	7%	0	12%	i	5%	8%	Spn PMK inh pilot replicates=5.5;Spn MK inh pilot replicates=0.0;Spn DPM-DC inh pilot screen %=2.0
COC(=O)c1ccc(CSc2nc3c(cnn3-c3ccc(Cl)cc3)c(=O)[nH]2)o1	-15%	5	nt	nt	0	23%	i	nt	nt
COC(=O)NCC(C)OC(=O)Nc1cccc(Cl)c1 (stereo not drawn)	-5%	15	-7%	4%	0	1%	i	-3%	0%
O=C(CSc1nc2ccccc2c(=O)[nH]1)N1CCCCC1	14%	10	-4%	-5%	8	-6%	i	-11%	-8%
COc1ccc(N2C(=O)CCC2=O)cc1	10%	3	-15%	-7%	1	-14%	i	-6%	-21%
Cc1ccc(S(=O)(=O)N2CCOCC2)cc1C(=O)N1C(=O)c2cccc(N)c2C1=O	nt	0	1%	10%	5	-3%	i	14%	-7%
COc1ccc2[nH]c(=O)c(CN(C(=O)C3CCCO3)c3cccc(C)c3)cc2c1 (stereo not drawn)	4%	6	-24%	11%	8	1%	i	-3%	-14%
Cc1cc(C(=O)OCC(=O)N2C(C)CCCC2C)c(C)o1 (stereo not drawn)	nt	13	4%	4%	0	7%	i	-4%	-1%
CN1C(=O)c2ccccc2N(C)C1c1cccs1 (stereo not drawn)	11%	7	6%	1%	5	1%	nt	5%	-1%
CCCCOc1ccc(/C(O)=C2/C(=O)C(=O)N(CCCOC)C2c2ccncc2)cc1 (stereo not drawn)	nt	3	13%	16%	4	5%	i	-11%	12%
CCOC(=O)c1ccc(N2C(=O)c3n[nH]c(C)c3C2c2ccc(OC)cc2)cc1 (stereo not drawn)	16%	0	0%	1%	5	2%	i	-5%	5%
O=C(c1ccco1)c1cn[nH]c1-c1ccc(Cl)cc1O	9%	10	-2%	0%	7	8%	i	-7%	3%
CC1=CC(=C2C(=O)c3ccccc3C2=O)C=C(C)N1Cc1ccco1	nt	13	30%	14%	10	24%	i	1%	29%
CCC(=O)Nc1ccc(C(=O)c2ccccc2)cc1	16%	5	-7%	7%	0	0%	i	4%	-9%
CCc1c(C(=O)N2CCOCC2)csc1C	nt	4	-4%	22%	4	-2%	i	-3%	-4%	Spn PMK inh pilot replicates=11;Spn MK inh pilot replicates=0.0;Spn DPM-DC inh pilot screen %=1.0

Reprinted at random: two records from the list
SMILES	LYP inhibition	Spn PMK inh	HPDE-C7 viability	Alkaline phosphatase	Spn MK inh	HT1080 cytotoxicity	Spn DPM-DC inh	Bfl-1 inhibitors	KRASV12 cytotoxicity	others
CCc1c(C(=O)N2CCOCC2)csc1C	nt	4	-4%	22%	4	-2%	i	-3%	-4%	Spn PMK inh pilot replicates=11;Spn MK inh pilot replicates=0.0;Spn DPM-DC inh pilot screen %=1.0
COC(=O)c1ccc(CSc2nc3c(cnn3-c3ccc(Cl)cc3)c(=O)[nH]2)o1	-15%	5	nt	nt	0	23%	i	nt	nt

Other structures:
SMILES	LYP inhibition	Spn PMK inh	HPDE-C7 viability	Alkaline phosphatase	Spn MK inh	HT1080 cytotoxicity	Spn DPM-DC inh	Bfl-1 inhibitors	KRASV12 cytotoxicity	others
COc1cccc(OC)c1NC(=O)Cc1nn(C)c(=O)c2ccccc12	13%	2	nt	5%	0	-3%	i	-11%	nt
CCn1c(SCC(=O)C(C)(C)C)nnc1-c1cccnc1	3%	0	3%	-1%	12	0%	i	-1%	4%
CCCCOc1cccc(C(=O)Nc2ccc(N3CCN(CC)CC3)cc2)c1	9%	2	nt	3%	5	-6%	i	-9%	nt
CC1=Nc2ccccc2N=C(NC(=O)CSc2nnnn2-c2ccccc2)C1c1ccccc1 (stereo not drawn)	10%	6	-16%	4%	9	1%	i	-1%	-17%
O=C(NCCCn1ccnc1)c1cn(Cc2ccc(F)cc2)nn1	nt	14	4%	11%	8	-3%	i	5%	9%
COC(=O)C1CCN(c2cc(=O)n(-c3ccc(OC)cc3)c(=O)[nH]2)CC1	-6%	0	-17%	-1%	0	-10%	i	-8%	-15%
CCOc1ccc(C2c3c(oc4ccccc4c3=O)C(=O)N2CCCN2CCOCC2)cc1OCC (stereo not drawn)	nt	1	6%	3%	4	-5%	i	-8%	6%
COC(=O)CN(Cc1ccco1)S(=O)(=O)c1ccccc1	9%	0	-10%	11%	7	1%	i	4%	-5%	Spn PMK inh pilot replicates=0.0;Spn MK inh pilot replicates=0.0;Spn DPM-DC inh pilot screen %=0.0

Screens as filed in PubChem BioAssay.

This is a random part of the collection. About 3.5% of those tested had a hit in this group.
